Bioassay records (PubChem BioAssay)
CAL PDZ FP-1 = CAL PDZ peptide-binding inhibitors, primary screen, biochemical, fluorescence polarization, Cer-tagged CAL PDZ, HTS; Golgi-associated PDZ and coiled-coil motif-containing protein (Homo sapiens), Q9HD26; purified CAL PDZ, TMR-peptide fluorescence polarization, 1 h; inhibition, % at 20 µM; actives 0.02% (n = 330,000); AID 504414, 2011;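 active = highest replicate inhibition of at least 40%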;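 also: plate controls were DMSO neutral control wells for no effect and unlabeled competitor peptide control wells for full effect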
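material = purified tagged CAL PDZ domain construct (CerCALP) | compound dosing = 20 µM, one dose | times = 1 h at RT | measured by = fluorescence polarization from S- and P-plane intensities, G-factor corrected | read-out = inhibition from polarization loss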
Arrestin-AP2 inh = inhibitors of beta-arrestin/AP2 binding, primary screen, biochemical, GPCR trafficking, flow cytometry | inhibition, % at 10 µM | actives 0.31% (n = 340,000) | FITC-arrestin peptide / GST-AP2 beads; AP2 beta2 appendage carries R879A mutation;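 active = inhibition above a set limit, near 3 SD of compounds lacking own fluorescence, cut at about 54% in these data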;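 also: plate controls were DMSO wells for no effect and 5 µM unlabelled arrestin peptide for full effect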
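System: GST-AP2 R879A glutathione beads | Also added: FITC-arrestin peptide, 50 nM | Times: 12 min plus 1 h, RT | Signal: Bead flow cytometry, FITC channel | Buffer or medium: PBS with 0.05% Tween 20 and 0.1% BSA | Read-out basis: Percent drop in bead-associated FITC signal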
DSG3 Ab inh = inhibitors of pemphigus antibody binding to DSG3, primary screen, biochemical, bead-based, flow cytometry, scFv-GFP; Desmoglein-3 (Homo sapiens), P32926; DSG3-coupled beads, scFv-anti-DSG3-GFP binding; active compounds read low; binding (percent of control), % at 10 µM; actives 0.48% (n = 310,000); AID 588358, 2011;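 active = binding more than 3 SD below its plate's average and above zero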;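 also: hits lower antibody fragment binding to DSG3; some compounds called inactive have numbers as strong as hits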
Cardiac RTF inh = cardiac RTF calcium sensitivity inhibitors, primary screen, biochemical, IANBD-TnC fluorescence, EC70 calcium; IANBD-labeled cardiac RTF, Ca2+ fluorescence; inhibition, % at 7.15 µM; actives 0.12% (n = 340,000);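 active = inhibition above the mean inhibition of all tested compounds plus 3 SD, cut at about 17% in these data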;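 also: assay run at fixed EC70 calcium of 1.6 mM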
C-LANA FP = inhibitors of KSHV C-LANA binding to DNA, primary screen, biochemical, fluorescence polarization, FAM-LBS DNA, MBP-C-LANA, single point | Kaposi's sarcoma herpesvirus LANA C-terminal domain (residues 932-1162) DNA binding | inhibition, % at 9 µM | actives 0.078% (n = 340,000) | AID 504423, 2011;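 active = highest replicate inhibition at or above 60% at 9 µM, even if other replicates fall short; inactive = all replicates below 60% inhibition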;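 also: 0% = neutral control wells and 100% = 4 µM acridine orange control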
CAL PDZ FP-2 = untagged CAL PDZ binding inhibitors, primary screen, biochemical, fluorescence polarization, HTS; inhibition, % at 24.9 µM; Golgi-associated PDZ and coiled-coil motif-containing protein (Homo sapiens), Q9HD26; actives 0.92% (n = 300,000); AID 602252, 2012; purified CAL PDZ, TMR-peptide fluorescence polarization, 1 h;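 active = mean inhibition of at least 30% with at least half of replicates also reaching 30%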;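 also: 0% = DMSO neutral control and 100% = excess unlabeled competitor peptide PRC23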
DAGLB inh = DAGLB lipase inhibitors, primary screen, biochemical, fluorescence, HTS; HEK293T DAGLB membrane lysate, EnzChek fluorogenic substrate; inhibition, % at 5.17 µM; actives 0.059% (n = 340,000); AID 504411, 2011; in the data active = inhibition above about 34%;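 also: 0% = enzyme with vehicle and 100% = wells lacking enzyme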
Target sequence (Q8NCG7 whole entry, looked up): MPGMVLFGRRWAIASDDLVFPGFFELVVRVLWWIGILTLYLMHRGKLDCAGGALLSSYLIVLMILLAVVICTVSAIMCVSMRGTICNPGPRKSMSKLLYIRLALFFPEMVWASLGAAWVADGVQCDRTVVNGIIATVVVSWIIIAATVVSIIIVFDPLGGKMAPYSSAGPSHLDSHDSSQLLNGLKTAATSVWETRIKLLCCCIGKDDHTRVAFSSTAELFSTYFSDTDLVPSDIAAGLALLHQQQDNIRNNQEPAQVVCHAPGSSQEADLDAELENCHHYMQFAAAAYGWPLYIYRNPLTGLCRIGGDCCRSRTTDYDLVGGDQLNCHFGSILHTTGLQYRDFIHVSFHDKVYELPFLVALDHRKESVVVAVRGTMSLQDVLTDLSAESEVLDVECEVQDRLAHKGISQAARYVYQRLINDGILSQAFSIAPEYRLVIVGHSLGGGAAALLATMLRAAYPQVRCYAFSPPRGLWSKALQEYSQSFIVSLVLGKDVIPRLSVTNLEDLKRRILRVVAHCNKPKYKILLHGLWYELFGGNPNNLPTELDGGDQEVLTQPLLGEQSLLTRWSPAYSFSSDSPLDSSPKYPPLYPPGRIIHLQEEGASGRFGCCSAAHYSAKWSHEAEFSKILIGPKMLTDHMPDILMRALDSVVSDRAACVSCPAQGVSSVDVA
NSD2 inh = NSD2 histone methyltransferase inhibitors, primary screen, biochemical, AlphaScreen, single concentration, set 2 | inhibition, % at 12.5 µM | AID 743445, 2014 | Histone-lysine N-methyltransferase NSD2 (Homo sapiens), O96028 | NSD2 peptide methylation, 120 min | actives 0.54% (n = 310,000); in the data active = inhibition above about 50%
Keap1-Nrf2 PPI = Keap1-Nrf2 protein-protein interaction inhibitors, primary screen, biochemical, fluorescence polarization, single point; Kelch-like ECH-associated protein 1 (Homo sapiens), Q14145; Keap1 Kelch-Nrf2 peptide fluorescence polarization, 1536-well; inhibition, % at 9.4 µM; actives 0.15% (n = 340,000); AID 504523, 2011; in the data active = inhibition above about 12%;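 also: human Keap1 Kelch domain with fluorescein labeled Nrf2 9mer peptide probe; 0% = neutral control wells and 100% = peptide positive control; higher means more block of Keap1 binding to Nrf2 peptide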
V-ATPase pHluor = regulators of yeast V-ATPase proton pumping, primary screen, pHLuorin cytosolic pH fluorescence; S. cerevisiae; response, % at 10 µM; actives 0.37% (n = 350,000); AID 504577, 2011; in the data active = response mostly above about 7.3%, no sharp cut-off; inactive = mostly below about 5.4%; also: actives read high; inactives centre near 0; some compounds called inactive have numbers as strong as hits; reference of the scale not given here
The depositor's hits bear a star; · = no result given. These rows are one share of the data. The share of hits here may be higher or lower than overall.

SMILES	CAL PDZ FP-1	Arrestin-AP2 inh	DSG3 Ab inh	Cardiac RTF inh	C-LANA FP	CAL PDZ FP-2	DAGLB inh	NSD2 inh	Keap1-Nrf2 PPI	V-ATPase pHluor
Cc1cc(SCC(=O)NC2(C#N)CCCCC2)nc2c(C)cccc12	-1.2	7	117	2	0.4	2	-8	1	2	6
COc1ccccc1N1CC(C(=O)OC(C)C(=O)N2CCCc3ccccc32)CC1=O (configuration not stated)	-0.7	-10	96	-11	0.3	-1	0	0	3	-6
C[C@@H]1C(=O)N(c2ccccc2)[C@@H]1c1ccncc1	-1.1	6	101	0	0.2	-2	1	·	-4	2
O=C(/C(N=Nc1cccc(C(F)(F)F)c1)=C(/O)c1cccs1)C(F)(F)F	1.1	8	·	-3	3.3	68*	11	14	7	1
CCN(CC)c1ncnc2sc(C(=O)N3CCN(c4ccc(OC)cc4)CC3)c(C)c12	0.6	-8	·	-8	0.9	-4	1	·	3	-3
c1ccc(Nc2ncnc3sccc23)cc1	-3.8	16	102	9	-0.3	-4	-1	-7	-1	-5
O=c1cc(CO)oc(CN2CCN(c3ccccc3)CC2)c1O	-0.8	-3	94	2	-1.5	0	2	20	-4	1
COC(=O)c1[nH]c2ccc(C)cc2c1NC(=O)C(C)N1CCN(C2CCCCC2)CC1 (configuration not stated)	-1.3	-8	113	-1	-0.7	-1	1	0	-5	0
Cc1ccc(-c2nnc(-n3nnc4ccccc43)c3ccccc23)cc1	·	17	·	2	1.2	-6	-3	-6	0	2
Cc1cccc(CNc2ccc(C(CC(N)=O)NC(=O)Cc3cccc4ccccc34)cc2[N+](=O)[O-])c1 (configuration not stated)	0.6	9	103	-8	0.4	5	16	·	-4	-1
CCOC(=O)N1CCN(c2c(N3CCN(c4ccccc4F)CC3)c(=O)c2=O)CC1	-2.7	-14	102	1	1.6	0	-1	-1	-3	-6
C=CC[C@H](CC(=O)N(CCO)Cc1ccccc1)C(=O)N[C@H](COC(=O)[C@@H](CC=C)Cc1ccc(F)cc1)Cc1c[nH]c2ccccc12	0.2	21	97	-8	2.5	-3	-6	·	3	-4
CN(C)c1ccc(-c2nc3ccccc3c(=O)[nH]2)cc1	-0.2	12	96	-5	-1.6	9	-3	0	3	-1
O=C(Cn1nc(-c2ccco2)ccc1=O)Nc1ccc(Br)cc1	-3.3	-22	109	-7	0.6	-3	1	-3	-4	2
C/C(=N/NC(=O)CNC(=O)c1ccccn1)c1ccc([N+](=O)[O-])cc1	-0.1	10	93	-2	-0.3	1	1	-4	-1	1
CCCCCOc1ccc(C(=O)OCC(=O)Nc2cc(C)on2)cc1	0.5	4	101	4	-1.0	13	-5	-2	-4	-2
CCc1ccc(C(=O)CCC(=O)Nc2ccc(OC)c(S(=O)(=O)N3CCCCC3)c2)cc1	-0.5	20	100	-1	1.7	-3	-2	3	-3	-1
C=CCSc1nnc(CNC(=O)c2ccc(Cl)cc2)n1CC	-0.3	7	99	-1	-0.1	5	-3	-3	0	1
COCCCn1c(=NC(=O)c2ccccc2)c(C#N)cc2c(=O)n3cccc(C)c3nc21	0.9	-7	99	-19	5.3	1	1	0	14*	-2
Cc1ccc(NC(=S)NC2CCCC2)cc1C	0.0	4	99	8	-0.7	-4	2	3	1	-1
CCOCCc1nnc(NC(=O)CS(=O)(=O)Cc2ccccc2)s1	-0.1	4	·	-6	0.5	·	3	44	-3	-1
COC(=O)CN(n1cnnc1)S(=O)(=O)c1ccccc1	0.0	-5	94	-6	-1.0	-2	3	0	-4	4
Cc1ccc2cc3c(N)c4c(C)ccc(C)c4nc3nc2c1	-2.1	5	88	-43	6.2	-2	-4	-1	5	-1
O=C(COC(=O)c1ccc(=O)n(Cc2ccccc2)n1)Nc1ccc2c(c1)OCCO2	-0.6	6	·	-10	3.3	-1	0	-1	-5	6

An excerpt from above in order of formula weight, highest first:
SMILES	CAL PDZ FP-1	Arrestin-AP2 inh	DSG3 Ab inh	Cardiac RTF inh	C-LANA FP	CAL PDZ FP-2	DAGLB inh	NSD2 inh	Keap1-Nrf2 PPI	V-ATPase pHluor
Cc1cccc(CNc2ccc(C(CC(N)=O)NC(=O)Cc3cccc4ccccc34)cc2[N+](=O)[O-])c1 (configuration not stated)	0.6	9	103	-8	0.4	5	16	·	-4	-1
CCc1ccc(C(=O)CCC(=O)Nc2ccc(OC)c(S(=O)(=O)N3CCCCC3)c2)cc1	-0.5	20	100	-1	1.7	-3	-2	3	-3	-1
COCCCn1c(=NC(=O)c2ccccc2)c(C#N)cc2c(=O)n3cccc(C)c3nc21	0.9	-7	99	-19	5.3	1	1	0	14*	-2
O=C(COC(=O)c1ccc(=O)n(Cc2ccccc2)n1)Nc1ccc2c(c1)OCCO2	-0.6	6	·	-10	3.3	-1	0	-1	-5	6
CCOC(=O)N1CCN(c2c(N3CCN(c4ccccc4F)CC3)c(=O)c2=O)CC1	-2.7	-14	102	1	1.6	0	-1	-1	-3	-6
O=C(Cn1nc(-c2ccco2)ccc1=O)Nc1ccc(Br)cc1	-3.3	-22	109	-7	0.6	-3	1	-3	-4	2
CCOCCc1nnc(NC(=O)CS(=O)(=O)Cc2ccccc2)s1	-0.1	4	·	-6	0.5	·	3	44	-3	-1
CCCCCOc1ccc(C(=O)OCC(=O)Nc2cc(C)on2)cc1	0.5	4	101	4	-1.0	13	-5	-2	-4	-2
C/C(=N/NC(=O)CNC(=O)c1ccccn1)c1ccc([N+](=O)[O-])cc1	-0.1	10	93	-2	-0.3	1	1	-4	-1	1
Cc1ccc(-c2nnc(-n3nnc4ccccc43)c3ccccc23)cc1	·	17	·	2	1.2	-6	-3	-6	0	2
Cc1ccc2cc3c(N)c4c(C)ccc(C)c4nc3nc2c1	-2.1	5	88	-43	6.2	-2	-4	-1	5	-1
CN(C)c1ccc(-c2nc3ccccc3c(=O)[nH]2)cc1	-0.2	12	96	-5	-1.6	9	-3	0	3	-1
Cc1ccc(NC(=S)NC2CCCC2)cc1C	0.0	4	99	8	-0.7	-4	2	3	1	-1

Remaining list, next part
SMILES	CAL PDZ FP-1	Arrestin-AP2 inh	DSG3 Ab inh	Cardiac RTF inh	C-LANA FP	CAL PDZ FP-2	DAGLB inh	NSD2 inh	Keap1-Nrf2 PPI	V-ATPase pHluor
O=C(c1cc2c(=O)oc3ccccc3c2s1)N1CCOCC1	-2.1	1	101	-11	-1.8	-1	5	0	1	-3
CCn1nnc(C(=O)O)c1C(=O)O	-1.6	22	103	-19	-0.6	-1	-2	-1	-2	0
CSc1nc2cc(F)c(F)cc2n1C	-0.7	4	100	-2	0.0	·	-5	-3	1	-3
CCOC(=O)c1ccccc1CN1C(=O)c2ccccc2S1(=O)=O	-1.0	3	98	-4	-0.4	-4	-6	-3	2	0
CCn1c(SCC(=O)NC2CC2)nnc1-c1cccs1	-0.8	15	100	5	0.2	1	2	-2	3	-1
CCOC(=O)Cc1csc(NC(NC(=O)CC)(C(F)(F)F)C(F)(F)F)n1	-0.1	-1	113	-7	-0.6	-2	0	22	2	5
Cc1ccc(CNC(=O)CN2c3cccc4cccc(c34)S2(=O)=O)cc1	1.3	-15	107	-1	1.1	-2	-1	·	-7	4
O=C(CNC1CCCCC1)Nc1ccc(S(=O)(=O)N2CCCCC2)cc1	-2.3	4	106	-10	0.7	-2	-1	-4	-5	-1
CCOC(=O)c1sc(N)c(C#N)c1CSc1nc2ccc(OCC)cc2[nH]1	-3.1	2	103	-43	0.5	-6	-3	-3	-4	4
COc1ccc(OC)c(CC(=O)NC(c2ccccc2)c2ccccc2)c1	-0.8	1	98	-8	-0.6	0	-3	9	1	-6
CCCCCCCC(=O)NC(Nc1ccc(S(N)(=O)=O)cc1)C(Cl)(Cl)Cl (configuration not stated)	0.0	-5	·	0	0.5	-5	-2	-5	-6	-2
NC(=O)c1cccc(N=Cc2cc(Cl)cc(Cl)c2O)c1	-1.0	14	104	-2	-1.1	20	7	-4	-7	-9
COc1ccc2c([N+](=O)[O-])c(N3CCOCC3)[nH]c2c1	·	·	103	·	·	·	0	2	·	0
COc1ccccc1CN1CCCC(N2CCN(c3ccc(F)cc3)CC2)C1 (configuration not stated)	-1.2	-17	124	-9	-0.3	-4	0	3	2	3
CCCCOc1ccc(C(=O)NCC(=O)OC2CCOC2=O)cc1 (configuration not stated)	0.1	0	·	-6	0.0	5	-2	·	-1	2
O=C(CC1C(=O)NCCN1Cc1ccc(Cl)c(F)c1)NCC1CCOCC1 (configuration not stated)	-4.3	6	92	-5	1.7	-1	2	1	4	-1
O=[N+]([O-])c1cccc2c1ccc1ncccc12	0.1	15	104	-3	-0.6	-4	1	1	-4	-2
CC(C)C(O)(C(=O)NNc1ccccc1)C(C)C	-0.7	5	104	-2	-0.1	·	-1	-1	0	-2
COc1ccc(Nc2nccc3c2nnn3C)cc1	-0.8	20	·	-3	1.6	5	-1	-4	1	5
O=C(CCCn1c(=O)[nH]c2cc(Cl)ccc2c1=O)NCC1CCCO1 (configuration not stated)	2.0	0	99	-1	-0.1	·	3	-2	-2	2
Cc1ccc(NS(=O)(=O)c2cc(C(=O)N3CCCC3)ccc2C)cc1C	-1.2	-8	91	-3	1.4	-6	0	-1	4	0
COc1cc(/C=C2/C(=O)CNC2=O)ccc1O	-5.1	24	99	6	-1.2	0	0	0	-30	1
NC(=O)c1cc(Sc2ccccc2)nc2ccccc12	-0.9	5	97	2	0.2	-4	1	1	-1	-1
CCC1CCc2c(n(C)c3ccccc3c2=O)O1 (configuration not stated)	-1.5	-4	106	-3	-1.3	-1	1	-2	-1	-1
